IL2 activator = IL-2 activation | IL-2 activation reporter assay, cell-based qHTS; stimulated with anti-CD3/CD4/CD28 beads; in transgenic mouse T cells | activation, % (series mostly up to about 46 µM) | actives 0.065% (n = 360,000) | AID 652025; in the data active = activation above about 50%; inconclusive = mostly about 30% to 49%; note: 0% is about no effect
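Readout is EGFP and DsRed signal by fluorescent plate cytometry after 18 h at 37 degrees C. Transgenic mouse T cells (750/well) received compound for 60 min before bead stimulation (anti-CD3, anti-CD4, anti-CD28); memory T cells served as non-tolerant control.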
EPAC1 ag = activates human EPAC1 exchange factor | EPAC1 agonist qHTS, biochemical assay; response scale: 100% = response to 6.5 mM cAMP | actives 0.073% (n = 360,000) | Potency, µM (titrated, usually from 154 µM), without a hit: at the top dose activation, actives largely listed as activators | O95398; note: potency is the fitted concentration of half-maximal effect; nearly all actives have a fitted effect of over 60% in size
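Compounds were pinned as a concentration titration into mixtures of EPAC1 (100 nM), BODIPY-GDP-loaded Rap1B (250 nM) and GDP (50 uM). After 5 min at room temperature, fluorescence was followed for 30 min; activity was scaled to 6.5 mM cAMP.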
PI5P4K alpha inh = PI5P4K alpha (human) kinase inhibition | AID 652105 | actives 1.2% (n = 330,000) | PI5P4Kalpha enzyme, ADP-Glo luminescence, 60 min; stronger effect = lower value | P48426 | max response, %; active = max response of -50% or lower; inconclusive = between -30% and -50%; inactive = -30% or higher; note: value at the top dose of about 77 µM; % is set by controls: 0 for no effect and ±100 for the full control effect
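Human PI5P4Kalpha with substrate in 0.038 M HEPES pH 7.4, 0.28 mM EGTA, 0.1% CHAPS, 5% DMSO; reaction started with 5 microM ATP (final), 60 min at room temperature. ADP formed read by ADP-Glo luminescence.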
CCT modulator = modulators of cytosolic chaperonin (CCT/TRiC) activity; purified chaperonin ATPase assay, HTRF ADP detection, 30 min; activity change, % (test concentration not listed), hits read low; actives 0.3% (n = 360,000); AID 651819; in the data active = activity change below about -30%; note: % is set by controls: 0 for no effect and ±100 for the full control effect
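We incubate TRiC, 40 or 20 nM final, with library compounds at 76 uM and 10 uM ATP for 30 min at 37 °C. ADP formed is detected with Transcreener HTRF reagents after 30 min at room temperature.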
WRN inhibitor = WRN helicase (human) inhibition | WRN helicase unwinding, fluorescent forked duplex, kinetic | AID 651768 | Q14191 | actives 0.46% (n = 360,000) | Potency, µM (series often up to 114 µM), for the others: at the top dose activity change, negative = inhibition, most hits filed as inhibitors; note: potency is the fitted concentration of half-maximal effect; % is set by controls: 0 for no effect and ±100 for the full control effect; nearly all actives have a fitted effect of over 55% in size
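Kinetic red-fluorescence monitoring (525/598 nm) tracks WRN helicase activity after 100 nM fluorophore-quencher forked duplex and 2 mM ATP are added to 20 nM enzyme pretreated 15 min at room temperature with compound.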
EPAC1 antag = EPAC1 (human) antagonism; EPAC1 GEF assay, Rap1b-BODIPY-GDP exchange fluorescence; Potency, µM (highest dose often 115 µM), without a hit: at the top dose activity change, negative = inhibition, actives largely listed as inhibitors; actives 0.14% (n = 360,000);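 note: potency is the fitted concentration of half-maximal effect; plate controls were vehicle for no effect and positive control for full effect; nearly all actives have a fitted effect of over 50% in size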
EPAC2 agonist = activates human EPAC2 exchange factor; actives 0.079% (n = 360,000); EPAC2 activation, biochemical qHTS; response scale: 100% = 6.5 mM cAMP response; Potency, µM (doses to about 154 µM), without a hit: at the top dose activation, actives largely listed as activators; note: potency is the fitted concentration of half-maximal effect; nearly all actives have a fitted effect of over 50% in size
Target sequence (Q8WZA2 whole entry, looked up): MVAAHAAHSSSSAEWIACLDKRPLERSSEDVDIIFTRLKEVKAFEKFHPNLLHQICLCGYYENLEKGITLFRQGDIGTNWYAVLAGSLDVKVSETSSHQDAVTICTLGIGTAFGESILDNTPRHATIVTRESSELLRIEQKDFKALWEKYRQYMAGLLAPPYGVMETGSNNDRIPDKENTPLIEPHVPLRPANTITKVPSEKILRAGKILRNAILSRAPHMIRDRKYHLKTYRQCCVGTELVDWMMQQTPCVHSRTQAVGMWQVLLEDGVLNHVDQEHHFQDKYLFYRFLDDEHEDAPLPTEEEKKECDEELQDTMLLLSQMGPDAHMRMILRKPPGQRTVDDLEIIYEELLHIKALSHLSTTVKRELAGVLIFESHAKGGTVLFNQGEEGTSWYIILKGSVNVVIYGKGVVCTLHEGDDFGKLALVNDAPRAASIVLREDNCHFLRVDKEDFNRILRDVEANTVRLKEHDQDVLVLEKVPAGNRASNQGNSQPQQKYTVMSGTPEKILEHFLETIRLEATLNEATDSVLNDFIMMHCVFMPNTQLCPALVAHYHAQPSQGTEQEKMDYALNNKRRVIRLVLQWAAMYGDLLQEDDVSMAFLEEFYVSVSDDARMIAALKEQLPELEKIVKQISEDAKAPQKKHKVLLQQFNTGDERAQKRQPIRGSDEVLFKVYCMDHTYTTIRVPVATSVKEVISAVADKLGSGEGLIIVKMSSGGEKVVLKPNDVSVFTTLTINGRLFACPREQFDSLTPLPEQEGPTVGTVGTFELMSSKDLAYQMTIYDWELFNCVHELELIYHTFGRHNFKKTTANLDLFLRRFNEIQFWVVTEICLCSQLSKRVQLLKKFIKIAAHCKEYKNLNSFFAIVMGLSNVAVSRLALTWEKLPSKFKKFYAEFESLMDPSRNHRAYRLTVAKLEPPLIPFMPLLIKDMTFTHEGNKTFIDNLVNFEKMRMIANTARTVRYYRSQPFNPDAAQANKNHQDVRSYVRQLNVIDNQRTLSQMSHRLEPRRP
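Nucleotide exchange monitored as fluorescence drop when BODIPY-GDP leaves Rap1B. Reaction: 100 nM EPAC2, 250 nM RAP1B-BODIPY-GDP, 50 uM GDP, room temperature, kinetic read over 30 min. Activity expressed relative to 6.5 mM cAMP.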
PLK1 PBD inh = inhibitors of human PLK1 polo-box domain binding | P53350 | Plk1 PBD binding of FITC phosphopeptide, fluorescence polarization | Potency, µM, inactives show max response, negative = inhibition, hits mostly inhibitors | actives 2.8% (n = 360,000) | AID 720504; note: potency is the fitted concentration of half-maximal effect; series mostly up to about 57 µM; % is set by controls: 0 for no effect and ±100 for the full control effect; nearly all actives have a fitted effect of over 65% in size
* hit, by the source's call; ? = inconclusive; nt = not tested or not shown; [ ] = remark or other dose. Unless noted, calls come from the whole dose curve; as a rule, active = well fitted curve in the direction sought with a large enough effect; inconclusive = small, poorly fitted or top-dose-only effect, or another doubt; inactive = no such curve, though single readings can be large; an effect the other way counts as inactive or inconclusive. An excerpt. The share of hits here may be higher or lower than overall.

Compound,IL2 activator,EPAC1 ag,PI5P4K alpha inh,CCT modulator,WRN inhibitor,EPAC1 antag,EPAC2 agonist,PLK1 PBD inh
CC(C)CC(=O)Nc1ccccc1N1CCN(c2ccc(F)cc2)CC1,0.0,-1%,-3,-1.6,-2%,-21%,15%,-10%
COc1cc(/C=N/NC(=O)Cn2cnc3c2c(=O)n(C)c(=O)n3C)cc(OC)c1OC,-0.5,-7%,-3,-3.9,-19%,11%,-4%,3%
COc1cc(CN2CCCC(CCC(=O)NCc3ccc(C)o3)C2)cc2c1OCO2 (stereo not drawn),-0.6,7%,6,-4.0,-3%,-6%,5%,4%
Cc1cc(C)c2oc(C(=O)Nc3ccc(S(=O)(=O)Nc4nccc(C)n4)cc3)cc(=O)c2c1,1.1,9%,2,-1.2,-1%,3%,-3%,-11%
Cn1c(S(=O)(=O)O)nc2ccccc21,1.7,6%,-2,2.7,-9%,3%,9%,0%
C=CCn1c(=NC(=O)c2ccc(S(=O)(=O)N3CCCC3)cc2)sc2cc(NC(C)=O)ccc21,-0.4,-5%,-4,0.5,3%,10%,6%,-2%
O=C(O)CCc1cccnc1,-3.2,-7%,2,-0.8,7%,5%,-1%,1%
CCOc1ccc(OCc2cccc(C(=O)N3CCOCC3)c2)cc1,-1.0,-4%,6,1.1,2%,-9%,7%,-12%
CCCC[C@@H]1CNC(=O)C(=O)N1CCCC,-0.1,16%,-6,1.7,1%,4%,3%,-18%
O=C(OCCN1CCCC1)C1(c2ccccc2)CCCC1,-3.5,-8%,2,3.9,6%,23%,11%,-8%
COc1ccc(/C=C/C(=O)c2ccc(C)c([N+](=O)[O-])c2)cc1O,-0.5,-1%,4,-0.2,-28%,-29%,-1%,-25%
CCOc1ccc(NC(=O)CN2C(=O)NC(CCc3ccccc3)C2=O)cc1OCC (stereo not drawn),-2.5,-10%,-1,-1.5,10%,-4%,-6%,3%
CCOC(=O)C(C)n1nc(C)c2sc3ccccc3c2c1=O (stereo not drawn),-2.0,13%,nt,0.1,-8%,-1%,1%,-1%
CC(=O)N(Cc1cc(=O)[nH]c2ccccc12)c1ccccc1,-0.7,0%,-13,-1.2,-1%,0%,3%,-8%
COc1cc(/C=N/NC(=O)Cn2nc([N+](=O)[O-])cc2C)cc(Br)c1OCc1ccccc1,-2.9,-5%,3,0.0,-1%,-5%,14%,0%

2 entries picked at random from those above, as already listed:
Compound,IL2 activator,EPAC1 ag,PI5P4K alpha inh,CCT modulator,WRN inhibitor,EPAC1 antag,EPAC2 agonist,PLK1 PBD inh
CC(C)CC(=O)Nc1ccccc1N1CCN(c2ccc(F)cc2)CC1,0.0,-1%,-3,-1.6,-2%,-21%,15%,-10%
CC(=O)N(Cc1cc(=O)[nH]c2ccccc12)c1ccccc1,-0.7,0%,-13,-1.2,-1%,0%,3%,-8%

(next part)
Compound,IL2 activator,EPAC1 ag,PI5P4K alpha inh,CCT modulator,WRN inhibitor,EPAC1 antag,EPAC2 agonist,PLK1 PBD inh
O=C(CN1CCC(C(=O)c2ccc3c(c2)OCCO3)CC1)NCc1ccc(F)cc1,-0.6,10%,-1,-0.3,12%,16%,10%,-4%
CC(C)C[C@H]1CN([C@@H](Cc2ccccc2)CN2CCC[C@@H]2CN2C(=O)C(=O)NC[C@@H]2Cc2ccc(O)cc2)C(=O)C(=O)N1CC1CCCCCC1,-0.3,-7%,-2,0.8,-12%,-18%,-7%,0%
CCCCOc1ccccc1NC(=O)c1ccco1,0.1,-7%,8,-5.8,-20%,-10%,7%,-6%
CCOc1ccc2c(=O)c(-c3ccc4c(c3)OCCCO4)c(C)oc2c1,0.3,3%,17,-4.4,?,7%,-6%,-2%
Cn1ncc(Cl)c1C(=O)N1CCC(Cc2ccccc2)CC1,-5.7,3%,0,-2.2,-2%,6%,11%,-19%
COc1ccccc1OCC(=O)N1CC2(C)CC1CC(C)(C)C2 (stereo not drawn),0.0,0%,0,-0.1,3%,4%,9%,-3%
COc1ccc(OC)c(S(=O)(=O)Nc2cc3c4c(c2)C(C)C(=O)N4CCC3)c1 (stereo not drawn),-1.3,4%,4,-0.8,12%,-10%,7%,-13%
O=C(Nc1ccccc1N1CCCC1)c1cc(Cl)ccc1Cl,-0.3,2%,3,-2.4,1%,-7%,11%,4%
COCCCN(CC(=O)O)S(=O)(=O)c1cccc(Cl)c1,-1.1,1%,2,-3.5,-1%,-7%,-2%,3%
CCCC(=O)NCCc1cc2ccc(OC)cc2[nH]c1=O,0.7,-4%,nt,1.8,-1%,2%,-8%,1%
O=C(NCCN1CCCCCC1)C1CCC(CNS(=O)(=O)c2cccc3cccnc23)CC1 (stereo not drawn),2.0,8%,-3,-1.1,-12%,-9%,4%,?
Cc1ccc(C(=O)NC(=S)N2CCN(C(=O)OC(C)(C)C)CC2)cc1Br,0.5,6%,2,-1.7,0%,4%,5%,-8%
CCC(CC)NC(=O)CCc1nc2ccccc2c(=O)[nH]1,0.5,10%,nt,1.0,-6%,-12%,6%,5%
Nc1cc(N)nc(SCc2ccccc2Cl)n1,-0.1,5%,6,0.4,0%,4%,-2%,5%
COc1ccc(-c2csc3ncnc(N4CCN(c5cccc(C)c5C)CC4)c23)cc1,0.7,4%,0,0.0,-5%,-5%,2%,-11%
Cn1c(CSc2nc3ccccc3s2)nnc1SCC(=O)NCCN1CCOCC1,-0.8,4%,nt,-1.6,-10%[57.1 µM],-2%,14%,-5%
Cn1c(=O)oc2cc(S(=O)(=O)NCCCN3CCCC3=O)ccc21,0.0,-17%,-1,-0.3,7%,-2%,3%,-8%
Cc1cccc(OCCCC(=O)N2CCCc3ccccc32)c1C,-1.3,17%,nt,-2.3,7%,8%,7%,-2%
COc1ccc(CN2CCNC(=O)C2CC(=O)NC2CCCC2)c(C)c1C (stereo not drawn),-2.7,2%,?,0.1,9%,-4%,-7%,9.5µM*
Cc1ccc(S(=O)(=O)NC(=O)C2(C)CCN2C(=O)Cc2ccc(Cl)cc2Cl)nc1 (stereo not drawn),2.5,-9%,3,0.0,-1%,-3%,3%,0%
CC/C(C)=N/Nc1cccc([N+](=O)[O-])c1,0.0,6%,7,-4.5,-11%,?,7%,-20%
Cc1noc(C)c1COC(=O)c1ccc(S(=O)(=O)N2CCCCC2)cc1,1.0,15%,-6,-1.3,3%,-8%,10%,-5%
Cc1cc(C)c(NC(=O)C2C(=O)Nc3ccccc3C(=O)N2C(C)(C)C)c(C)c1 (stereo not drawn),3.7,5%,2,nt,5%,-19%,-2%,-1%
Cc1ccc(SCC(=O)NC(=O)c2ccccc2Br)c(C)c1,-3.8,5%,1,-1.4,4%,-9%,6%,1%
Cc1cccc(C(C)C)c1NC(=O)CN1C(=O)NC(Cc2ccccc2)C1=O (stereo not drawn),1.2,-3%,1,2.2,-9%,-3%,-2%,-2%
O=C(C1CC1)N1CCc2cc(S(=O)(=O)NCCCN3CCCCC3)ccc21,-1.8,3%,7,0.8,-5%,-1%,-3%,1%
COc1cc(OC)cc(C(=O)NNC(=O)c2nn(C)c(=O)c3ccccc23)c1,-2.0,0%,-5,-11,3%,4%,-6%,-4%
CCOc1ccc(N=C(NC#N)SC)cc1,0.4,11%,nt,-0.6,-2%,7%,8%,2%
CC(C)[C@H](NC(=O)c1ccccc1F)C(=O)Nc1nc2c(s1)CCCC2,-5.6,6%,4,-0.2,4%,-10%,10%,-18%
CSCCC(NS(=O)(=O)c1ccc(C)cc1)C(=O)NC1CCCCC1 (stereo not drawn),-0.8,-5%,-7,-2.4,-4%,5%,3%,-2%
CC(=O)N1CCc2cc(Br)cc(S(=O)(=O)N3CCc4ccccc43)c21,0.2,-4%,7,-0.6,-5%,5%,1%,-12%
O=C(CCN1C(=O)/C(=C/c2cccs2)SC1=S)Nc1cccc(O)c1,-0.3,17%,-3,-2.5,?,-7%,21%,-16%
O=c1c2ccccc2oc2ccc(-c3ccc4cc[nH]c4c3)cc12,1.8,-2%,-27,1.0,-8%,1%,6%,3%
COc1ccc(C(=O)Nc2ccccc2C(=O)N2CCN(c3ccccc3)CC2)cc1,0.6,-1%,5,0.0,-3%,-8%,-5%,0%
COCCn1nnnc1CN(Cc1ccco1)Cc1cc2cc3c(cc2[nH]c1=O)OCO3,0.7,2%,nt,2.1,-16%,18%,-3%,-3%
CC1(C)Cc2ccccc2C(N)=C1C#N,1.1,2%,nt,-2.7,-3%,1%,3%,-5%
Cc1ccc(C)c(NC(=O)C2CC=CCC2C(=O)O)c1 (stereo not drawn),0.2,-3%,-1,0.0,5%,6%,-5%,0%
COC(=O)Nc1nn(-c2ccc(Cl)cc2)c(=O)c(C#N)c1C,2.8,-10%,3,-0.9,16%,-2%,8%,-10%
O=C(C(=O)N1CCN(c2ccncc2)CC1)c1cccc(Br)c1,2.7,-4%,3,nt,7%,-21%,0%,-2%
Cc1ccc(NC(=O)COC(=O)C2C3CC4OC(=O)C2C4C3)cc1Cl (stereo not drawn),-1.4,4%,1,-4.4,-3%,?,5%,-9%
COCCOc1ccc(C(F)(F)F)cc1N,0.9,-11%,0,-1.8,4%,0%,4%,3%
Cc1nc2nc(-c3ccc(Cl)cc3)cn2nc1C,-1.5,1%,-9,0.2,-17%,3%,12%,-5%
O=C(O)c1cc(/C=C/c2ccc(N3CCOCC3)c([N+](=O)[O-])c2)nc2ccccc12,-1.2,10%,-17,-1.3,-1%,-7%,-5%,?
